TRPC4 act: activators of mouse TRPC4 channel, primary screen, Fluo4 calcium, HEK293 TRPC4beta/mu-opioid cells | B-score at 10 µM | AID 2237, 2010 | 0.49% of 310,000 active | Fluo4 calcium fluorescence; hits give high values;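 active = B-score above 5 SD of library B-scores, and initial fluorescence ratio not above library mean plus 5 SD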;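 note: positive B-score marks a calcium rise read as TRPC4 activation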
Target sequence (Q9QUQ5 whole entry, looked up): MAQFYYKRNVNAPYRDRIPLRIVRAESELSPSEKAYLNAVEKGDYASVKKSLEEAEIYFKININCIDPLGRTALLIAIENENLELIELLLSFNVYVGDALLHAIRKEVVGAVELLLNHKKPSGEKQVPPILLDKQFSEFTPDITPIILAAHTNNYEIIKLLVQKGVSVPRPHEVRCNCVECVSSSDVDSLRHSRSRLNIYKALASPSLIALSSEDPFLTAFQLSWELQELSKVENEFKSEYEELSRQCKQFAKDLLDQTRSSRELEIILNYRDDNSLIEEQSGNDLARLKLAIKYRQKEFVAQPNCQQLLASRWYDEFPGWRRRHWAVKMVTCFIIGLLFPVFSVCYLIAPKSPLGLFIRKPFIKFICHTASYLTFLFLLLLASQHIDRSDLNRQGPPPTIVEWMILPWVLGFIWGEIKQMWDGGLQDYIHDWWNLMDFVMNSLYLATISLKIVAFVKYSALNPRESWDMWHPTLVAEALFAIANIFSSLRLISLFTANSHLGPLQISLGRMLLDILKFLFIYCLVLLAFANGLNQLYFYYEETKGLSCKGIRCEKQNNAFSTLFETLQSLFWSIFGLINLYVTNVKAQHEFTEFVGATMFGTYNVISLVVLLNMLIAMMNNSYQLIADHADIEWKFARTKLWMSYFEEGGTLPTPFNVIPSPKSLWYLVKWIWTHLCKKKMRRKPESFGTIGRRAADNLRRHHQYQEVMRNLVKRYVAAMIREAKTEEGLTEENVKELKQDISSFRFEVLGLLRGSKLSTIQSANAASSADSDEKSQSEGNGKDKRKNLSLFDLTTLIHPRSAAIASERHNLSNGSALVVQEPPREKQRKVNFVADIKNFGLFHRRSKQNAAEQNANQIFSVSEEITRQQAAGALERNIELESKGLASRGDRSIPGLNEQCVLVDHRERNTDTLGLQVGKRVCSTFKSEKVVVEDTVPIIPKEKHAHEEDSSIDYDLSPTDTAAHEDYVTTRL
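Technique: kinetic Fluo4 calcium fluorescence; Test system: TRPC4beta and mu-opioid receptor HEK293 stable cells; Measure: B-scored integrated calcium fluorescence ratio; Benchmarks: low control buffer alone, high control maximal DAMGO; Schedule: 45 min room-temperature Fluo4 loading, 110 s read.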
MrgX1 antagonist: antagonists of human MrgX1 receptor, primary screen, HEK293 cells, Fluo-4 calcium flux | 1.3% of 310,000 active | BAM8-22 antagonism; hits give low values | B-score at 10 µM | Mas-related G-protein coupled receptor member X1 (Homo sapiens), Q96LB2 | AID 588676, 2011;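 active = calcium-response B-score plate-corrected more than 3 library SD below zero, starting fluorescence within 5 deviations, no agonist response on first addition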;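 note: peak minus trough fluorescence over baseline after final BAM8-22 challenge near maximal dose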
MrgX1 agonist: agonists of human MrgX1 receptor, primary screen, HEK293 cells, Fluo-4 calcium flux; Fluo-4 calcium fluorescence, agonist mode; hits give high values; B-score at 10 µM; 0.44% of 310,000 active;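 active = calcium response B-score plate-corrected fluorescence ratio at least 3 library SD, with starting fluorescence B-score inside 5 SD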
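Material: HEK293 cells stably expressing human MrgX1 receptor | Quantity: 15,000 cells per well | Times: Cells plated overnight, dye loaded 0.5 h 37 °C, 0.5 h room temperature | Measured by: Kinetic Fluo-4 NW fluorescence of intracellular calcium | Control set: Positive and negative controls per plate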
TRPC6 activator: mouse TRPC6 channel activators, primary screen, cell-based, HEK293, membrane potential dye; 0.13% of 310,000 active; Short transient receptor potential channel 6 (Mus musculus), Q61143; B-score at 10 µM; HEK293-TRPC6 membrane potential dye fluorescence; hits give high values; AID 2550, 2010;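 active = B-score of the integrated fluorescence ratio above library mean plus 3 SD, and starting fluorescence ratio within library mean plus 5 SD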;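 note: higher score means more depolarization so channel activation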
AI-2 QS mod: Vibrio harveyi AI-2 quorum sensing modulators, primary screen, JMH597 strain, luminescence/OD600 ratio | Vibrio harveyi JMH597 AI-2 luminescence/OD600 ratio, 9 h; hits give low values; strain lacks LuxN and CqsS sensors; 0 = neutral-control median | activity change, % at 7.5 µM | 0.4% of 300,000 active | AID 2094, 2009; in the data active = activity change below about -75%, passing the limit was not always enough;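 note: luminescence divided by OD600 gain over 9 h not by final OD600 alone; inactives centre near 13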
MrgX1 allo act: positive allosteric modulators of MrgX1, primary screen, HEK293 cells, Fluo-4 calcium flux | B-score at 10 µM | AID 588675, 2011 | Mas-related G-protein coupled receptor member X1 (Homo sapiens), Q96LB2 | 0.63% of 310,000 active | FDSS; hits give high values;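 active = plate-corrected calcium response at least 3 library SD above typical, normal starting fluorescence, not activating the receptor alone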;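 note: compound read alongside a low EC10 to EC30 dose of BAM8-22 agonist; peak minus trough fluorescence over baseline measured at the second addition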
PolyA inhibitor: polyadenylation inhibitors in yeast reporter cells, primary screen, luminescence, S. cerevisiae | calls only at 12 µM | 0.02% of 300,000 active | S. cerevisiae SKY197-pL101 polyadenylation reporter, beta-gal luminescence; efflux-impaired pdr1/pdr3 knockout yeast; score 100 = 6 SD above DMSO;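 active = lowest replicate activity score at least 50, where 100 means six control SD above control mean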;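 note: yeast exposed to compound for 9 h at 30 °C; higher score means more reporter readthrough which indicates perturbed polyadenylation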
TRPC4 inh: inhibitors of mouse TRPC4 channel, primary screen, Fluo4 calcium, HEK293 TRPC4beta/mu-opioid cells; B-score at 10 µM; DAMGO-evoked Fluo4 calcium flux; hits give low values; 0.39% of 300,000 active;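 active = B-score over 3 SD under the library average, no early fluorescence shift, positive overall ratio signal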
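Assay system: TRPC4beta/mu-opioid receptor HEK293 cell line; compound dosing: single concentration per test compound; detection: Fluo4 Ca2+ flux fluorescence; evaluation: per-well B score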
TRPC6 inhibitor: mouse TRPC6 channel inhibitors, primary screen, cell-based, HEK293, membrane potential dye. 1.1% of 310,000 active. ACh-evoked depolarization; hits give low values. Short transient receptor potential channel 6 (Mus musculus), Q61143. B-score at 10 µM;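 active = B-score under library mean minus 3 SD, initial fluorescence not abnormally high, positive integrated signal ratio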;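 note: B-score derived from integrated fluorescence ratio over the kinetic read; more negative B-score means stronger inhibition of depolarization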
TRPC4 PAM: positive allosteric modulators of TRPC4, primary screen, cell-based, mouse TRPC4beta, HEK293 mu-opioid, Fluo-4 calcium; Short transient receptor potential channel 4 (Mus musculus), Q9QUQ5; 0.42% of 310,000 active; B-score at 10 µM; DAMGO EC20, Fluo-4 Ca2+ flux; hits give high values;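 active = B-score of calcium response area above 5 SD of library B-scores, with initial fluorescence ratio within 5 SD of library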;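 note: B-score of integrated fluorescence ratio over time as area under calcium response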
HIF activator: HIF pathway transcriptional activators, primary screen, cell-based, U2OS HRE-luciferase, luminescence; U2OS HRE-luciferase reporter; normalized: DMSO 0%, desferrioxamine 100%; activation, % at 7.5 µM (by protocol); 0.32% of 300,000 active; AID 1910, 2009;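 active = mean activation of at least 10% of the iron chelator positive control signal, with at least half of replicates also reaching 10%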
Numbers without * were called inactive; i = inactive; nt = not tested or not shown. Some of the compounds tested; count on the stated rates, not on these rows.

mol | TRPC4 act | MrgX1 antagonist | MrgX1 agonist | TRPC6 activator | AI-2 QS mod | MrgX1 allo act | PolyA inhibitor | TRPC4 inh | TRPC6 inhibitor | TRPC4 PAM | HIF activator
c1ccc(Oc2ncnc3sccc23)cc1 | i | i | i | i | 13.7 | i | i | i | i | i | -0.3
Cc1[nH]c(=O)[nH]c1C(=O)CCCCC(=O)OCC(=O)Nc1ccccn1 | i | i | i | i | 37.5 | i | i | i | i | i | -0.2
COC(=O)CC1SC(=O)NC1=Nc1ccc(C)cc1 (stereo not given) | i | i | i | i | 41.2 | i | i | i | i | i | 0.2
CC(=O)c1sc(C(C)(C)C)cc1NC(=O)c1ccccc1C(=O)O | i | i | i | i | 3.8 | i | i | i | i | i | -0.6
CCOC(=O)c1cc2c(nc1NC(=S)NCc1ccccc1)CCCC2 | i | i | i | i | 26.0 | i | i | i | i | i | 0.5
CC1CCCN(S(=O)(=O)c2ccc(C(=O)Nc3ccccc3-c3nc4ccccc4[nH]3)cc2)C1 (stereo not given) | i | i | i | i | 8.8 | i | i | i | i | i | 0.3
COC(=O)CCC/C=C1/SCC(NC(=O)c2ccccc2)C1O (stereo not given) | i | i | i | i | 32.1 | i | i | i | i | i | -0.2
CCCc1cc(C(=O)OC)c(NC(=O)OCC)s1 | i | i | i | i | 17.3 | i | i | i | i | i | -0.4
COc1ccnc(N=CNOCc2cccc(Cl)c2Cl)c1C#N | i | i | i | i | 20.5 | i | i | i | i | i | 1.0
CN(C)S(=O)(=O)c1cccc(COc2cccnc2[N+](=O)[O-])c1 | i | i | i | i | 26.0 | i | i | i | i | i | -0.3
O=S(=O)(O)c1ccc(SCc2ccccc2)nc1 | i | i | i | i | 15.9 | i | i | i | i | i | -0.8
COc1ccc(Cc2noc(CN(C)CCc3ccccc3)n2)cc1OC | i | i | i | i | 12.7 | i | i | i | i | i | 0.0
O=C(Nc1ccc(OC(F)(F)F)cc1)Oc1ccccc1N1CCCCC1 | i | -5.41* | i | i | 16.0 | i | i | i | i | i | 0.4
Cc1cc(OCC(=O)N2CCCC2)ccc1Cl | i | i | i | i | 10.9 | i | i | i | i | i | 3.6
COc1ccc(C(=O)Nc2cc(Cl)ccc2OC(=O)c2ccc(OC)cc2)cc1 | i | i | i | i | 11.7 | i | i | i | i | i | nt
O=C(N/N=C/c1cc(Cl)cc(Cl)c1O)c1ccncc1 | i | i | i | i | -84.8* | i | i | i | i | i | 28.6*
N#Cc1ccc(-c2ccc(F)cc2)nc1Sc1ccc(F)cc1 | i | i | i | i | -0.6 | i | i | i | i | i | -0.2
Cn1c(CNc2cccc(Cl)c2)nnc1SCC#N | i | i | i | i | 16.3 | i | i | i | i | i | -0.3
Nc1cccc([N+](=O)[O-])c1 | i | i | i | i | 4.6 | i | i | i | i | i | 0.0
CCN(CC(=O)NCc1cccs1)C(=O)c1cc(S(=O)(=O)N2CCCCC2)ccc1Cl | i | i | i | i | 2.1 | i | i | i | i | i | -0.2

Other results.
mol | TRPC4 act | MrgX1 antagonist | MrgX1 agonist | TRPC6 activator | AI-2 QS mod | MrgX1 allo act | PolyA inhibitor | TRPC4 inh | TRPC6 inhibitor | TRPC4 PAM | HIF activator
CC(C)(O)C(=O)N=Nc1c(O)[nH]c2ccccc12 | i | i | i | i | 2.4 | i | i | i | i | i | 2.0
Cc1ccn(-c2cc(O)c(-n3ccc(C)n3)cc2O)n1 | i | i | i | i | 22.8 | i | i | i | i | i | 2.1
N#CCCN(NC1=NS(=O)(=O)c2ccccc21)C(=O)c1ccccc1Br | i | i | i | i | -1.0 | i | i | i | i | i | 1.2
Cc1cc(C)c(NC2=NS(=O)(=O)c3ccccc32)c(C)c1 | i | i | i | i | 2.5 | i | i | i | i | i | -0.2
CC(C)C(=O)NN(C(=O)C(C)C)c1nc2ccccc2s1 | i | i | i | i | 37.2 | i | i | i | i | i | 0.0
CCCc1cc(=O)oc2cc(Oc3ncccn3)ccc12 | i | i | i | i | 14.6 | i | i | i | i | i | 0.2
COc1cc(OC)c(C(=O)O/N=C(\N)c2ccccn2)cc1OC | i | i | i | i | 20.4 | i | i | i | i | i | -2.5
COCCCNCC(=O)Nc1sc(C)c(C)c1C(=O)OC | i | i | i | i | 2.2 | i | i | i | i | i | 0.1
Cc1ccccc1NC(=O)Nc1ccc(C(F)(F)F)cc1 | i | i | i | i | 2.4 | i | i | i | i | i | 1.1
O=C(CN1c2ccccc2S(=O)(=O)c2ccccc21)Nc1ccccc1F | i | i | i | i | 17.4 | i | i | i | i | i | 0.3
COc1ccc(CNS(=O)(=O)c2cc3c(cc2Cl)NC(=O)CO3)cc1 | i | i | i | i | 18.4 | i | i | i | i | i | -0.2
Cc1cc(C)cc(OCCNS(=O)(=O)c2cccs2)c1 | i | i | i | i | 10.9 | i | i | i | i | i | -0.3
O=C(c1ccc(S(=O)(=O)NCC2CCCO2)cc1)N1CCc2ccccc21 (stereo not given) | i | i | i | i | 11.0 | i | i | i | i | i | 0.0
CCOC(=O)C[C@H]1c2cc(C(F)(F)F)ccc2S(=O)(=O)N1C(C)C | i | i | i | i | 12.5 | i | i | nt | i | i | -0.1
Fc1cccc(Cn2cc(C(=S)N3CCCCC3)c3ccccc32)c1 | i | i | i | i | 0.0 | i | i | i | i | i | -2.5
Cc1ccc(OCCC(=O)OCC(=O)N2CCN(S(=O)(=O)c3ccc(C)cc3)CC2)cc1 | i | i | i | i | 1.8 | i | i | i | i | i | 0.0
COc1cccc(NC(=S)NNC(=O)CCn2cc([N+](=O)[O-])cn2)c1 | i | i | i | i | 3.6 | i | i | i | i | i | 0.4
Cn1c(=O)c2c(nc(NCc3ccco3)n2CC(O)CO)n(C)c1=O (stereo not given) | i | i | i | i | -2.1 | i | i | i | i | i | -3.9
Cc1cccc(NC(=O)C2CCN(S(=O)(=O)c3c(C)[nH]c(=O)[nH]c3=O)CC2)c1 | i | i | i | i | 19.5 | i | i | i | i | i | -0.8
CS(=O)(=O)N(CCc1ccccc1)CC(=O)Nc1ccccc1 | i | i | i | i | 23.1 | i | i | i | i | i | -1.0

The list continues.
mol | TRPC4 act | MrgX1 antagonist | MrgX1 agonist | TRPC6 activator | AI-2 QS mod | MrgX1 allo act | PolyA inhibitor | TRPC4 inh | TRPC6 inhibitor | TRPC4 PAM | HIF activator
Cc1cc(S(=O)(=O)N2CCOCC2)ccc1OCC(=O)Nc1ccccc1F | i | i | i | i | 23.1 | i | i | i | i | i | 0.2
COc1cc2c(cc1OC)CN(C(=O)Nc1ccccc1Cl)CC2 | i | i | i | i | nt | i | i | i | i | i | -0.8
Cc1ccc(S(=O)(=O)N(C)C)cc1NC(=S)NC1CCCC(C)C1C (stereo not given) | i | i | i | i | 9.7 | i | i | i | i | i | 0.0
CC(C)NC(=O)C1CCN(C2CCN(C(=O)Cc3ccc4c(c3)OCO4)CC2)CC1 | i | i | i | i | 8.5 | i | i | i | i | i | -0.3
Cc1ccc(NS(=O)(=O)c2ccc3c(c2)NC(=O)C(C)C(=O)N3)c(Br)c1 (stereo not given) | i | i | i | i | 6.6 | i | i | i | i | i | -0.2
CC1CCCN(CCCNC(=O)c2nn(C)c3c2CS(=O)(=O)c2ccccc2-3)C1 (stereo not given) | i | i | i | i | 6.2 | i | i | i | i | i | -1.1
O=C(CC(c1ccccc1)c1ccccc1)NCC1CCCO1 (stereo not given) | i | i | i | i | 13.6 | i | i | i | i | i | 0.0
O=C1NC(=O)/C(=C\c2ccsc2)N1 | i | i | i | i | 9.7 | i | i | i | i | i | -0.1
C/C=C(/C)C(=O)OC1c2c(ccc3ccc(=O)oc23)OC(C)(C)C1OC(C)=O (stereo not given) | i | i | i | i | 18.2 | i | i | i | i | i | 1.9
CC(=O)C1=C(O)CCC1=N | i | i | i | i | 3.1 | i | i | i | i | i | 0.3
O=C1OCCC1Sc1nc2cc(Cl)ccc2s1 (stereo not given) | i | i | i | i | 37.4 | i | i | i | i | i | -0.1
Cc1c(NC(=O)Nc2cccc(Cl)c2)c(=O)n(-c2ccccc2)n1C | i | i | i | i | 18.3 | i | i | i | i | i | -0.1
CCOC(=O)c1c(C)nc2ccccc2c1C | i | i | i | i | 12.9 | i | i | i | i | i | -0.3
O=C(COc1ccc(Br)cc1CNC1CCCCC1)NCCc1ccccc1 | i | i | i | i | 31.8 | i | i | i | -5.07* | i | -3.2
COc1cc(-c2nnc(SCC(=O)N3CCCC3)o2)cc(OC)c1OC | i | i | i | i | -5.6 | i | i | i | i | i | 0.1
O=C(Nc1ncccc1O)c1ccc(C(=O)c2ccccc2)cc1 | i | i | i | i | 47.2 | i | i | i | i | i | 14.2*
CC(C)(C)C1c2[nH]c3ccccc3c2CCN1CCCn1cccn1 (stereo not given) | i | i | i | i | -7.4 | i | i | i | i | i | 0.2
CCn1c2ccccc2c2cc(/C=N/O)ccc21 | i | i | i | i | 20.9 | i | i | i | i | i | 1.4
O=C(COc1ccc2ccccc2c1Br)Nc1ncn[nH]1 | i | -4.53* | i | i | 20.9 | i | i | i | i | i | 2.0
Cc1ccc(CNC(=O)C2CCCN2C(=O)Nc2cccc(Cl)c2)cc1 (stereo not given) | i | i | i | i | -1.5 | i | i | i | i | i | -0.1

(continued)
mol | TRPC4 act | MrgX1 antagonist | MrgX1 agonist | TRPC6 activator | AI-2 QS mod | MrgX1 allo act | PolyA inhibitor | TRPC4 inh | TRPC6 inhibitor | TRPC4 PAM | HIF activator
Cc1cc(-c2nnc(CCC(=O)NCc3ccc(F)c(F)c3)o2)no1 | i | i | i | i | 18.0 | i | i | i | i | i | 0.4
CCCC(C)C(=O)Nc1ccc(Cl)cn1 (stereo not given) | i | i | i | i | -2.3 | i | i | i | i | i | 0.0
Cc1ccc2nc(-c3ccc(NS(=O)(=O)c4ccccc4)cc3)sc2c1 | i | i | i | i | 24.8 | i | i | i | i | i | 1.3
CC(C)CC(=O)NN1CCCCC1 | i | i | i | i | 8.7 | i | i | i | i | i | 0.4
